Screening data (PubChem BioAssay)
DSG3 Ab inh – inhibitors of pemphigus antibody binding to DSG3, primary screen, biochemical, bead-based, flow cytometry, scFv-GFP; DSG3-coupled beads, scFv-anti-DSG3-GFP binding; stronger effect = lower value; 0.48% of 310,000 active; binding (percent of control), % at 10 µM; AID 588358, 2011; Desmoglein-3 (Homo sapiens), P32926;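 active = binding more than 3 SD below its plate's average and above zero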;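 also: hits lower antibody fragment binding to DSG3; some compounds called inactive have numbers as strong as hits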
Target sequence (P32926 whole entry, looked up, the tested form may be a part): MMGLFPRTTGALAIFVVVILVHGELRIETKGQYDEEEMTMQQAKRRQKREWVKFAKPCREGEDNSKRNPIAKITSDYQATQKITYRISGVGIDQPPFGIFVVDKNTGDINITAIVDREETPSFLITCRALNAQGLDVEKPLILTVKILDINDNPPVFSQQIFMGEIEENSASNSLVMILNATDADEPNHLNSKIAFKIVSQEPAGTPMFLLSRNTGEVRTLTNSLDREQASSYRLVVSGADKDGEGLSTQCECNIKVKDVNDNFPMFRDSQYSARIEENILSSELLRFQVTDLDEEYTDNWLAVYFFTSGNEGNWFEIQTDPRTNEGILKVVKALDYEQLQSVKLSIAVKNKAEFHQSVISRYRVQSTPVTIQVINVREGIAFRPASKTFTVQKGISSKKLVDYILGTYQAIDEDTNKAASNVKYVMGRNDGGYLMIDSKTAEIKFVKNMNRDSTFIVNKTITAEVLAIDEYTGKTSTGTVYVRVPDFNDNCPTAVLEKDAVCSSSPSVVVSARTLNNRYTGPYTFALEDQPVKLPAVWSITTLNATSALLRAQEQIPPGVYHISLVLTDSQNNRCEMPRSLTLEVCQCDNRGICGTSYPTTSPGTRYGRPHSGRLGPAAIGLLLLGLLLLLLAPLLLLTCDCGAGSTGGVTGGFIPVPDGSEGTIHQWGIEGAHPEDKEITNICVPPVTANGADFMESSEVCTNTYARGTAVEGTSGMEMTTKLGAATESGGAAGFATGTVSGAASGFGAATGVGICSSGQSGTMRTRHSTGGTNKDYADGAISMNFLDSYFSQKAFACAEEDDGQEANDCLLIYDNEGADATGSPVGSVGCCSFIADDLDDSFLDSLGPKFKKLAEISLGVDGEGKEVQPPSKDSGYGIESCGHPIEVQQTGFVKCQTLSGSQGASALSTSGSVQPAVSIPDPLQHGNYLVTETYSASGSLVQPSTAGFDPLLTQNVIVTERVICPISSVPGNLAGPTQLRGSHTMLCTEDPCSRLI
MOR-DOR ag – agonists of OPRM1-OPRD1 heterodimerization, primary screen, cell-based, luminescence; Mu-type opioid receptor (Homo sapiens) + Delta-type opioid receptor (Homo sapiens), …; cells; activation, % at 9.3 µM; 0.3% of 340,000 active; AID 504326, 2011; in the data active = activation above about 18%;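 also: 0% = vehicle-treated cells and 100% = reference agonist; values of inactives mirror those of a sister screen read the other way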
PfHsp90 yeast 2 – growth inhibition of PfHsp90-expressing yeast, primary screen, antimalarial PfHsp90 inhibitor project, S. cerevisiae, BacTiter-Glo luminescence, single point, set 2; BacTiter-Glo ATP, 48 h; yeast lacking PDR1 and PDR3 efflux regulators; inhibition, % at 9.4 µM; 0.32% of 310,000 active; AID 504621, 2011;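 active = every replicate shows inhibition above about 80%, whatever the replicate mean, limit read from the data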;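 also: 0% = DMSO neutral controls and 100% = 20 µM radicicol positive controls; yeast relying on Plasmodium falciparum Hsp90 in place of its own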
AddAB inh – growth inhibition of E. coli expressing H. pylori AddAB, primary screen, AddAB inhibitor project, absorbance | 0.29% of 330,000 active | inhibition, % at 11.9 µM | AID 435030, 2010; in the data active = inhibition above about 12%;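 also: 0% = vehicle wells of infected cells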
SUMO Mot1 rescue – yeast Mot1-301 growth rescue at high temperature, primary screen, SUMOylation pathway inhibitor project, S. cerevisiae, ATP luminescence, 38.5C; S. cerevisiae Mot1-301 growth rescue; percent above DMSO median, 100 means doubled; growth rescue, % at 18.8 µM; 1% of 320,000 active;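 active = every valid replicate shows activation above 250% relative to neutral control wells; inactive = the rest, any valid replicate at or below 250%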;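 also: OY570 slx delta 5 strain wells were the positive control but not used for scaling; some compounds called inactive have numbers as strong as hits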
PKA-R1A act – activators of PKA-R1A holoenzyme, primary screen, biochemical, fluorescence polarization, Cy5-IP20, bovine R1A, mouse PKAc; cAMP-dependent protein kinase type I-alpha regulatory subunit (Bos taurus) + …; PKA-R1A dissociation; scaled: DMSO 0%, 113 µM cGMP 100%; activation, % at 11.4 µM; 0.083% of 340,000 active;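 active = percent activation above the mean of all tested compounds plus 3 SD, cut at about 19% in these data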;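 also: higher means more PKAc released from R1A so a rise in polarization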
HTR5A inv ctr – HTR5A inverse agonists in luminescence cell assay, primary screen, counter-screen for OPRM1-OPRD1 heterodimer inverse agonist project, full-deck HTS. 5-hydroxytryptamine receptor 5A (Homo sapiens), P47898. HTR5A cell line, inverse agonism. inhibition, % at 9.3 µM. 0.083% of 340,000 active; in the data active = inhibition mostly above about 23%, no sharp cut-off; inactive = mostly below about 18%;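 also: 0% = cells with DMSO and 100% = no-cell wells with DMSO; some compounds called inactive have numbers as strong as hits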
MOR-DOR inv ag – inverse agonists of MOR-DOR heterodimerization, primary screen, cell-based, luminescence | cell-based MOR-DOR heterodimer luminescence, inverse agonism | AID 504357, 2011 | 0.21% of 340,000 active | inhibition, % at 9.3 µM; in the data active = inhibition above about 22%, passing the limit was not always enough;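 also: 0% = cells with DMSO and 100% = wells without cells with DMSO; values of inactives mirror those of a sister screen read the other way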
phage Ecoli inh – growth loss of phage-infected E. coli, primary screen, RecBCD inhibitor project, absorbance, with phage, HTS | inhibition, % at 11.9 µM | 0.26% of 360,000 active | AID 651602, 2012; in the data active = inhibition above about 11%
HTR5A ag ctr – HTR5A agonists in luminescence cell assay, primary screen, counter-screen for OPRM1-OPRD1 heterodimer agonist project, full-deck HTS; 5-hydroxytryptamine receptor 5A (Homo sapiens), P47898; cell-based; activation, % at 9.3 µM; 0.61% of 340,000 active; in the data active = activation mostly above about 9.5%, no sharp cut-off; inactive = mostly below about 7.6%;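 also: 0% = cells with vehicle only and 100% = reference agonist; strong numbers were not always called active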
E coli growth – E. coli V3065 growth inhibition, primary screen, counter-screen for AddAB inhibitor project, absorbance, OD600; 18 h; 0.27% of 330,000 active; inhibition, % at 11.9 µM;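 active = inhibition above the campaign's mean inhibition across all tested compounds plus 3 SD, cut at about 9.9% in these data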;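 also: uninfected addAB+ strain grown without phage in ampicillin broth; 0% = DMSO wells and 100% = ciprofloxacin 0.95 µg/ml wells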
Starred values were filed as active, the others as inactive; . = no result given.

Each structure is followed by: DSG3 Ab inh	SUMO Mot1 rescue	HTR5A inv ctr	MOR-DOR ag	PfHsp90 yeast 2	PKA-R1A act	phage Ecoli inh	E coli growth	HTR5A ag ctr	MOR-DOR inv ag	AddAB inh
CCN(Cc1ccncc1)C(=O)c1ccco1
→ .	1	7	-1.6	-7	12	1.2	0.8	3	8	1.8
COc1cccc(N2CCN(S(=O)(=O)c3ccc(-c4coc(C)n4)cc3)CC2)c1
→ .	-12	-18	0.4	-12	-3	0.2	1.2	5	-2	3.0
Cn1c(=O)oc2cc(S(=O)(=O)NCc3ccncc3)ccc21
→ .	76	-16	-0.9	.	-13	0.6	-1.7	9	5	2.1
Cc1cc(C)nc(SCC(=O)Nc2ncc3c(n2)CC(C)(C)CC3=O)n1
→ 97	0	-3	-1.0	8	7	-0.3	-2.4	1	6	1.3
Cc1cccc(N2C(=O)/C(=C/c3ccccn3)SC2=S)c1
→ 102	-20	.	.	.	.	2.2	3.2	.	.	12
CCCCCc1nc2c(c(=O)c3ccccc3n2C)c(=O)n1Cc1ccc(OC)cc1
→ 119	-16	-8	1.4	-5	2	2.9	-1.1	8	-8	0.4
CNC(=S)N1CCc2cc(OC)c(OC)cc2C1COc1ccc(F)cc1 (configuration not stated)
→ 75	-5	-2	-3.3	-7	1	2.3	0.2	1	15	-0.8
COc1ccc(OC)c(C(=O)N2CCC(n3nccc3NC(=O)CC(C)C)CC2)c1
→ 95	-11	-8	-3.3	-3	-3	3.5	-1.4	2	18	4.0
Cc1nnsc1C(=O)N1CCN(c2cc(C(F)(F)F)ccn2)CC1
→ .	-4	2	-4.0	1	6	-1.4	-1.1	-1	20	2.6
O=C(NCC1CCCO1)c1onc(CSc2ccccc2F)c1C(=O)O (configuration not stated)
→ 99	85	-14	-2.6	22	-6	-0.2	-1.7	5	15	0.2
C=CCN(Cc1nc(-c2cc(OC)c3c(c2)OCO3)oc1C)C1CCS(=O)(=O)C1 (configuration not stated)
→ 107	-10	6	-0.2	15	7	3.5	-0.1	3	2	5.0
O=C(NCCOc1nc(N2CCCCC2)nc(N2CCOCC2)n1)Nc1ccccc1
→ 101	10	6	-3.9	-1	0	2.9	-0.1	-1	22	-2.7
CC(C)[C@@H](N)C(=O)N/N=C/c1ccc2nccnc2c1
→ .	-7	25	-1.7	-4	-6	1.5	-0.5	2	8	4.0
O=C1C=C(O)c2cccc3cccc1c23
→ 96	-25	4	-2.7	-19	4	-0.9	0.3	-1	13	7.0
CCC1(C(=O)c2ccccc2)C(c2cccc([N+](=O)[O-])c2)C1(C(=O)OC)C(=O)OC (configuration not stated)
→ 98	1	-11	0.0	33	-11	3.0	-0.5	4	0	0.7
O=c1c2cc3c(cc2[nH]c(=S)n1C1CCN(Cc2ccccc2)CC1)OCO3
→ 120	0	12	-0.3	.	-4	3.2	0.0	-4	1	4.0
Cc1ccc(N=Nc2c(C)[nH]n(-c3ccccc3)c2=O)c(C)c1
→ 100	407	-18	-2.2	9	-6	3.1	-0.2	7	11	0.2
Cc1ccc(N(CC2CO2)S(=O)(=O)c2ccc([N+](=O)[O-])cc2)cc1 (configuration not stated)
→ 98	5	17	1.9	-5	-10	-0.8	2.1	-7	-11	0.8
CCCCOc1ccc(Nc2cc(Cl)ccc2C(=O)O)cn1
→ 99	-20	-4	-1.8	-47	3	1.3	3.1	1	10	4.8
C=CCNC(=O)N1CCC(n2nccc2NC(=O)CCCc2ccccc2)CC1
→ 98	-3	-24	-3.0	-3	-6	-0.4	-0.9	-4	15	3.9
CCCC(c1nnnn1CCOC)N(Cc1cc2cc(C)c(C)cc2[nH]c1=O)CC1CCCO1 (configuration not stated)
→ 107	0	-18	1.0	25	-11	-1.6	0.7	4	-5	1.3
COc1ccc(CC(=O)Nc2ccccc2C(=O)NCCc2ccccc2)cc1
→ 111	-5	-6	0.4	7	6	-1.6	2.7	2	-2	0.7
O=C(O)c1cc(C2CC2)nn1-c1ccccc1
→ 99	0	1	-5.1	3	3	3.5	-0.6	0	22	0.7
CCN(CC)C(=O)CSc1nnc(-c2c[nH]c3ccccc23)o1
→ 116	-2	-2	-3.8	3	-19	5.4	0.8	1	19	-0.4
CCOC(=O)Cc1csc(SCC(=O)Nc2cccc(Cl)c2)n1
→ 102	-5	27	-2.0	25	-9	4.0	-2.6	-11	9	0.3
CCC(=O)N1CCN(c2ccc(Cl)cc2NC(=O)Cc2ccc(Cl)cc2)CC1
→ 98	-9	-8	-2.8	-6	-16	3.4	-2.3	1	14	-1.1
Cn1nnnc1SCCNC(=O)C1CCC(=O)N(Cc2ccc(Cl)cc2)C1 (configuration not stated)
→ .	-12	9	-0.2	8	16	4.5	0.9	4	1	6.1
Cc1ccc(-c2ccc(C(=O)O)c(C)n2)cc1
→ 97	38	8	-2.2	20	-3	1.8	2.0	1	12	0.3
CS(=O)(=O)N(CC(=O)N1CCN(c2cccc(Cl)c2)CC1)c1ccccc1
→ .	311	3	-2.4	41	-8	-1.0	5.5	-1	11	5.7
O=C(c1ccc(C23CC4CC(CC(C4)C2)C3)o1)N1CCOCC1
→ 114	14	-8	2.4	17	-1	0.1	0.9	2	-14	-0.8
CCc1ccccc1NC(=O)CN(C)C(=O)CN1C(=O)NC2(CCCCCC2)C1=O
→ 107	-13	-6	1.6	11	-8	3.1	-2.0	2	-9	-1.6
Cc1ccc(C(=O)NCCc2nnc3ccc(SCC(=O)NCc4ccc(F)cc4)nn23)cc1
→ 107	-1	6	-1.5	-21	-3	1.0	0.1	-1	5	2.0
CCOc1ccc(CNCc2cccnc2)cc1
→ 102	47	-4	-1.7	.	6	1.1	0.8	4	10	4.8
Cc1cc(C)cc(N(C(=O)Cc2cccs2)C(C(=O)NC2CCCC2)c2ccc(C)o2)c1 (configuration not stated)
→ .	13	-7	-3.2	-8	-5	3.9	1.0	-2	15	1.5
COc1ccc([C@H]2[C@@H]3C=CCC[C@@]3(C)C(=O)N2Cc2ccccc2)cc1Cl
→ 111	6	15	7.0	.	-1	1.6	-4.1	1	-38	2.9
CC(NC(=O)COC(=O)c1cc(Cl)nc(Cl)c1)c1ccccc1 (configuration not stated)
→ 103	1	8	-1.2	2	1	2.8	0.0	9	6	0.9
CCc1cc2c(SCC(=O)Nc3ncc(Cl)c(C)c3Cl)ncnc2s1
→ 85	-10	5	1.8	-19	1	3.3	-0.8	-2	-12	-1.2
CC(Sc1nc2ccccc2n1C)C(=O)NC(c1ccccc1)c1ccccc1 (configuration not stated)
→ .	-24	13	0.8	.	-6	0.9	-2.2	-5	-5	0.7
CCOC(=O)C1=C(N)Oc2c(oc(CO)cc2=O)C1c1ccc(F)c(F)c1 (configuration not stated)
→ 106	3	12	-1.1	.	-13	3.2	-0.4	-7	6	0.5
Cn1c2ccccc2c(=O)c2ccc(NCCc3cccs3)cc21
→ 100	91	-19	5.7	18	-7	2.9	3.7	14*	-35	5.5
COc1ccc(N(CC(=O)NCc2ccc(Cl)cc2)S(=O)(=O)c2ccccc2[N+](=O)[O-])c(OC)c1
→ 93	226	-7	-1.6	-2	-5	2.3	-0.3	2	8	4.6
CN(C)S(=O)(=O)c1cccc(NC(=O)c2cc([N+](=O)[O-])ccc2N2CCCCC2)c1
→ .	-1	18	-3.7	0	-17	1.8	-1.4	-7	15	-0.2
O=c1[nH]c(=O)n(C2OC(CO)C(O)C2O)cc1N1CCOCC1 (configuration not stated)
→ 88	.	-19	-3.1	23	1	1.7	.	5	16	.
Cc1ccc(N2CC(C(=O)NCc3n[nH]c(=O)c4ccccc34)CC2=O)cc1C (configuration not stated)
→ 98	-5	0	-0.6	-17	10	-0.8	4.3	-5	4	0.2
CCOC(=O)C1=C(COC(=O)CSc2ccc(C)cc2)NC(=O)NC1C (configuration not stated)
→ 90	1	12	-2.6	3	-6	1.0	-0.2	-5	11	1.3
CN(Cc1nc(-c2ccc(Cl)cc2)no1)C(=O)CCN1C(=O)[C@H]2CC=CC[C@H]2C1=O
→ 100	0	1	-1.3	-3	1	1.0	-1.9	2	7	-0.8
CC(C)(C)OC(=O)N1CSC[C@H]1C(=O)NC[C@H](CC(=O)O)c1ccc(Cl)cc1
→ 105	-18	1	-3.6	-6	-8	4.5	-0.9	0	16	1.6
CCCn1nnc(NC(=O)COc2cc(C)ccc2C(C)C)n1
→ 90	55	23	3.5	8	15	2.4	1.4	2	-20	1.8
COc1cccc(OCCCN2CCCCCC2)c1
→ 106	-7	-18	-0.7	3	-8	3.3	-2.6	6	5	-1.7
COc1ccc2c(c1)cc1c(=O)n(CC(=O)NCCCN3CCOCC3)nc(C)n12
→ 102	19	-1	-2.0	10	3	3.1	-0.5	0	11	2.9
